Assay outcomes as filed in PubChem BioAssay.
Pol kappa inh = DNA polymerase kappa (human) inhibition; Q9UBT6; purified Pol kappa, fluorescent DNA synthesis assay, 10 min; Potency, µM (highest dose often 107 µM), for the others: top-dose activity, negative = inhibition, actives largely listed as inhibitors; 400,000 tested, 0.53% active; further: potency means the concentration at half of the fitted maximal effect; on the % scale 0 is the no-effect control and ±100 the full control effect
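10 nM Pol kappa was preincubated with compounds for 15 min at room temperature. Reaction started with 50 nM (final) substrate. Fluorescence read kinetically at 0 and 10 min.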
Pol beta inh = blocks human DNA polymerase beta activity; P06746; Pol beta primer extension/strand displacement, fluorescence kinetic; Potency, µM (series often up to 114 µM), for the others: at the highest dose activity change, negative = inhibition, actives largely listed as inhibitors; 340,000 tested, 1.3% active; AID 485314; further: potency means the concentration at half of the fitted maximal effect; on the % scale 0 is the no-effect control and ±100 the full control effect
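Human Pol beta at 10 nM; strand-displacement substrate 50 nM final. Compound exposure 15 min at room temperature before start, reaction 10 min at room temperature.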
APEX1 inh = inhibitors of human APE1 endonuclease. AID 2517. recombinant APE1, TAMRA/BHQ-2 abasic DNA cleavage fluorescence. 350,000 tested, 0.35% active. Potency, µM (series often up to 65.8 µM), for inactives: at the top dose activity change, negative = inhibition, most hits filed as inhibitors;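 further: potency means the concentration at half of the fitted maximal effect; plate controls were vehicle for no effect and reference inhibitor for full effect; nearly all actives have a fitted effect of over 55% in size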
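Activity was derived from the fluorescence gain between first and third kinetic reads (60 s intervals, ex 525/em 598 nm) after 50 nM THF-abasic TAMRA/BHQ-2 duplex was added to 0.75 nM APE1 preincubated 15 min with compound.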
RXFP1 antagonist = antagonists of human relaxin receptor RXFP1; HEK293-RXFP1, relaxin-stimulated cAMP HTRF, 30 min; hits give low values; activity change, negative = inhibition, % at 57.5 µM; 350,000 tested, 0.59% active; AID 1259400;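 active means activity change of -60% or lower, but not beyond a set lower limit; inconclusive means change between -60% and -40%, or beyond the set limit; inactive means change above -40%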; further: on the % scale 0 is the no-effect control and ±100 the full control effect
Target sequence (Q9HBX9 whole entry, looked up): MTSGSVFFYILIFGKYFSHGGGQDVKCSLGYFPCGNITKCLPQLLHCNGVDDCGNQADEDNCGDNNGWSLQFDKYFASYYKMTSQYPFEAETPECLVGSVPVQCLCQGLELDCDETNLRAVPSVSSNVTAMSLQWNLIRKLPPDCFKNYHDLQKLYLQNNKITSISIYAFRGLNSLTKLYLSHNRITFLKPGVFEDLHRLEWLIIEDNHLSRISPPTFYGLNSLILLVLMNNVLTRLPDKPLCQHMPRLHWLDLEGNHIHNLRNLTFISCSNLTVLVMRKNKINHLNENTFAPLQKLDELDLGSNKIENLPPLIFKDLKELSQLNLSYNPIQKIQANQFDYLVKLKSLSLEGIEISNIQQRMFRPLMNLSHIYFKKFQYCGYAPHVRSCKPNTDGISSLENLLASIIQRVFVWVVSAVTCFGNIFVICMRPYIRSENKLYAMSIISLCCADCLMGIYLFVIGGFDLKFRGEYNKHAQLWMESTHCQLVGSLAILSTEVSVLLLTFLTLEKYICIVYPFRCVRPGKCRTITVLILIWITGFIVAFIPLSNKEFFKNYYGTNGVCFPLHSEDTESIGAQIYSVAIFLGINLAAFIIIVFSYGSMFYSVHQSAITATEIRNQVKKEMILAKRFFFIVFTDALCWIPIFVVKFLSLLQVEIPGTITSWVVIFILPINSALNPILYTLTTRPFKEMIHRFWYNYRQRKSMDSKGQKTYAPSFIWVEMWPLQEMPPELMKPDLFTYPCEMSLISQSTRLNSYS
Apoferritin bind = binds horse apoferritin like a general anesthetic. P02791. apoferritin/1-aminoanthracene competitive binding, fluorescence. Potency, µM (series often up to 77.5 µM), without a hit: top-dose activity change, negative = displacement, actives largely listed as inhibitors. 350,000 tested, 0.074% active; further: potency means the concentration at half of the fitted maximal effect; on the % scale 0 is the no-effect control and ±100 the full control effect; nearly all actives have a fitted effect of over 20% in size
Target sequence (P02791 2-175 limits assumed): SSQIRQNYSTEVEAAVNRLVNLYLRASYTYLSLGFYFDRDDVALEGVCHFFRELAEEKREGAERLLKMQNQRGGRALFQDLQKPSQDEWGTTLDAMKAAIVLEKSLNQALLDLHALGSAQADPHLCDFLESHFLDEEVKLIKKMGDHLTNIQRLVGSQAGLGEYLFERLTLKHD
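Concentration-response curves derived by four-parameter Hill fitting of normalized fluorescence, where compounds displaced 1-AMA from 10 uM horse apoferritin following a brief 10 min room-temperature incubation; propofol titration acted as positive control.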
BLM helicase inh = inhibitors of human Bloom syndrome helicase BLM. recombinant BLM DNA unwinding, fluorescence dequenching. Potency, µM (highest dose often 56.1 µM), for the others: top-dose activity change, negative = inhibition, most hits filed as inhibitors. 350,000 tested, 0.2% active. AID 2528;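 further: potency means the concentration at half of the fitted maximal effect; plate controls were vehicle for no effect and no enzyme for full effect; nearly all actives have a fitted effect of over 35% in size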
Pol eta inh = blocks human DNA polymerase eta activity | Q9Y253 | recombinant Pol eta, fluorescent DNA replication assay | Potency, µM (top dose mostly 114 µM), without a hit: top-dose activity change, negative = inhibition, hits mostly inhibitors | 390,000 tested, 1.2% active | AID 588591; further: potency means the concentration at half of the fitted maximal effect; on the % scale 0 is the no-effect control and ±100 the full control effect
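Fluorescent replication assay: 50 nM final substrate added after a 15 min room-temperature compound preincubation with 10 nM enzyme. Signal taken at 0 min and again at 10 min.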
Pol iota inh = inhibitors of human DNA polymerase iota. Potency, µM (series often up to 115 µM), for inactives: top-dose activity, negative = inhibition, actives largely listed as inhibitors. Pol iota fluorescent replication assay, 10 min. 390,000 tested, 1% active; further: potency means the concentration at half of the fitted maximal effect
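Fluorescent replication assay read twice, at 0 min and 10 min after adding 50 nM (final) substrate. Enzyme (10 nM) and compounds were first incubated 15 min at room temperature; enzyme-free buffer wells were negative controls.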
PGK inhibitor = blocks T. brucei phosphoglycerate kinase; Potency, µM (series often up to 57.5 µM), for the others: at the top dose activity change, negative = inhibition, hits mostly inhibitors; P07378; 380,000 tested, 0.043% active; PGK/GAPDH coupled, Kinase-Glo luminescence, 60 min; further: potency means the concentration at half of the fitted maximal effect; on the % scale 0 is the no-effect control and ±100 the full control effect; nearly all actives have a fitted effect of over 60% in size
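Recombinant glycosomal PGK reaction used 1,3-bisphosphoglycerate generated in-well by GAPDH (100nM final) in 100mM TEA pH 7.6, 5mM MgCl2, 0.01% Tween-20. After 60 minutes at room temperature, ATP was read by Kinase-Glo Plus luminescence end-point.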
Starred values were filed as active, the others as inactive; i = inactive; ? = inconclusive; · = not tested or not shown; [ ] = another dose, or the depositor's remark. Unless noted, the call rests on the fitted dose curve; in most records, active means well fitted curve in the direction sought with a large enough effect; inconclusive means small, poorly fitted or top-dose-only effect, or another doubt; inactive means no such curve, though single readings can be large; an effect the other way counts as inactive or inconclusive.

SMILES | Pol kappa inh | Pol beta inh | APEX1 inh | RXFP1 antagonist | Apoferritin bind | BLM helicase inh | Pol eta inh | Pol iota inh | PGK inhibitor
Cc1c(C(=O)O)sc2nc3n(c(=O)c12)CCCCC3 | -3.1% | 13.8% | 5.1% | -4.8 | -7.6% | -4.7% | 1.2% | 13.6% | 2.5%
O=C(Nc1ccc(C(=O)OC[C@@H]2CCCN3CCCC[C@H]23)cc1)c1cccc(Br)c1 | -7.3% | 6.4% | 3.0% | -4.9 | -19.7% | 25.5% | -18.9% | 8.6% | -1.2%
O=C(CNC(=O)c1cccs1)c1ccc(Br)cc1 | -4.2% | 35.6% | -8.7% | -9.2 | -2.7% | -2.2% | -26.5% | 24.7% | -5.8%
O=c1ccccn1CCOc1ccc(Cl)cc1 | 2.4% | 9.4% | 0.7% | 6.9 | 31.9%[activator] | -3.0% | -7.2% | 29.9% | -9.7%
COc1ccccc1OCCOc1ccc(/C=C2\C(=N)N3N=C(C)SC3=NC2=O)cc1 | -11.3% | -15.8% | -1.0% | -5.8 | -6.7% | -20.8% | ? | 116.2%[activator] | -8.4%
Nc1nnc(SCC(=O)NCCOc2ccccc2)s1 | 7.0% | 4.9% | 3.2% | -21.7 | 2.8% | 5.2% | -13.8% | -10.8% | i
CN(CC1COCCO1)C(=O)c1cc(COc2c(F)cccc2F)on1 (stereo not drawn) | -5.0% | 38.7% | 17.5% | -1.3 | -10.4% | -6.7% | -7.9% | 8.5% | -1.4%
CCCNC(=O)Cn1cnc2sc(C(=O)N3CCCC(C(=O)OCC)C3)c(C)c2c1=O (stereo not drawn) | -5.4% | -1.2% | -4.4% | -7.5 | -8.5% | -0.1% | -18.7% | 13.5% | -3.2%
CCOc1ccc(C2=Nc3ccc(Br)cc3C(c3ccc(N4CCOCC4)cc3)=NN2)cc1 | -3.3% | 12.6% | 3.1% | -3.1 | 1.0% | -4.4% | -24.8% | -2.5% | 1.2%
Cc1ccc(N2C(=O)[C@@H]3CSC(c4ccc(C(F)(F)F)cc4)N3C2=O)cc1 (stereo partly drawn) | -5.6% | 18.3% | · | · | -9.3% | -1.4% | -6.8% | 27.9% | -3.5%
Brc1ccc(-c2nn3c(Cc4ccccc4)nnc3s2)o1 | 4.7% | 3.7% | 12.4% | 7.9 | ? | -4.4% | 11.6% | ? | 3.0%
CN(C)c1ccc(C(CNC(=O)c2ccccc2C(F)(F)F)N2CCOCC2)cc1 (stereo not drawn) | -3.9%[60.1 µM] | -13.9% | · | -7.5 | -0.2% | 2.3% | -15.1% | 27.9% | 0.1%
O=C(CSc1nnc(-c2ccccc2F)o1)Nc1ccc(N2CCOCC2)cc1 | -14.2% | · | 2.5% | 9.9 | · | · | -13.6% | -2.1% | -2.1%
COc1ccc(S(=O)(=O)c2c(O)cc(C)c(NS(=O)(=O)c3ccccc3)c2C)cc1 | -6.8% | 0.8% | 79.8% | -4.3 | 0.3% | -11.4% | -21.4% | 38.9%[activator] | 2.3%
Cc1ccc(S(=O)(=O)NCC2COc3ccccc3O2)cc1 (stereo not drawn) | -3.5% | -24.8% | 4.6% | · | ? | -11.3% | -2.8% | 21.5% | 5.5%
O=C(CCc1c[nH]c2ccccc12)NN1C(=O)NC2(CCCCC2)C1=O | 9.7% | · | -1.4% | 8.7 | · | · | -15.4% | 15.6% | -9.6%
CCN(CC(=O)NCc1cccs1)C(=O)c1ccc(-c2cccc(C(F)(F)F)c2)o1 | 2.0% | · | -20.3% | -18.2 | · | · | -12.9% | 50.8%[activator] | 8.7%
CCn1cc(/C=N\NC(=O)COc2cccc(C)c2C)c(C)n1 | -1.7% | -1.6% | -6.6% | 1.5 | -0.1% | 1.0% | 0.9% | 132.2%[activator] | i
CCc1ccc(N(CC(=O)NCc2ccc(F)cc2)C(=O)c2csnn2)cc1 | 6.4% | -12.2% | -2.4% | -1.9 | -18.5% | -1.0% | -6.7% | -17.5% | i
CCCCCCCCCCCC | 17.9%[60.1 µM] | · | -5.7% | · | -9.7% | 4.9% | · | · | ·
CSc1c(CC(=O)Nc2ccccc2)n(Cc2ccccc2)c2ccccc12 | -3.8% | 4.3% | -10.0% | -14.0 | -14.0% | -0.4% | -8.7% | 0.9% | 3.0%
COc1ccc(NC(=O)NNC(=O)c2ccc3ccccc3c2O)c(OC)c1 | -0.3% | -0.7% | 36.7% | -0.6 | -8.5% | -2.4% | -21.1% | 42.8%[activator] | 2.7%
CCC(C)NC(=O)c1ccccc1NC(=O)CN(c1cc(C)ccc1OC)S(C)(=O)=O (stereo not drawn) | -1.2% | 12.2% | 3.9% | 0.6 | -6.4% | -3.2% | -21.2% | -8.5% | -7.4%
Nc1c(-c2ccccc2)c(CN2CCOCC2)nn1-c1ccc(C(=O)O)cc1 | 0.8% | ? | -1.7% | -6.3 | -8.8% | -0.2% | -20.0% | -0.1% | -8.0%
O=C(NCCC1CCCCN1S(=O)(=O)c1ccccc1)C(=O)Nc1ccccc1 (stereo not drawn) | -10.0% | · | -18.7% | -10.1 | · | · | -12.7% | 42.1%[activator] | -7.4%
Cc1nn(Cc2c(Cl)cccc2Cl)c(C)c1NC(=O)/C=C/c1cnn(C)c1C | 2.0% | 4.7% | -3.8% | 1.4 | -14.4% | 1.1% | -9.3% | -4.1%[58.9 µM] | -7.7%
O=C(Nc1ccc(OC(F)(F)F)cc1)c1ccc2nc[nH]c2c1 | -18.2% | -9.0% | 51.2%[activator] | 5.2 | -8.8% | -9.0% | -25.7% | ? | -5.5%
O=C1CNC(=O)/C(=C\c2ccc(F)cc2)N1 | -12.4% | 18.4% | -11.4% | -13.6 | 0.0% | -1.0% | 5.1% | -28.1% | 9.0%
Cc1[nH]c2ccccc2c1/C=N/NC(=O)c1ccccc1 | 1.7% | -19.1% | -12.1% | -1.8 | -8.1% | -8.4% | -22.2% | -7.4% | -7.0%
O=C(NCC1CCCO1)c1ccc2c(c1)S(=O)(=O)c1ccccc1C2=O (stereo not drawn) | -4.7% | · | · | · | · | · | -8.7% | 9.7% | -0.9%
Cc1cc(C)cc(C(=O)N2CCN=C2c2ccccc2)c1 | -9.3% | 22.6% | 3.4% | 7.0 | -1.7% | -2.9% | -2.9% | 10.1% | 6.8%
CCOc1ccccc1/C=C/c1cc(C(=O)O)c2ccccc2n1 | 1.4% | 45.4% | -6.1% | -5.4 | 58.8%[activator] | 1.9% | -4.7% | 23.1% | -1.5%
CN1CCN(C(=O)CN(c2cc(C(F)(F)F)ccc2Cl)S(C)(=O)=O)CC1 | -3.3% | 1.0% | ? | -5.6 | -8.2% | -4.6% | 0.6% | 32.6%[activator] | 9.4%
CCCS(=O)(=O)c1nc(S(=O)(=O)c2ccc(C)cc2)c(N2CCOCC2)s1 | -9.0% | 1.7% | 29.6% | -4.7 | -10.2% | -0.6% | -13.4% | -6.8% | -6.7%
CCCCN(CC)C(=O)c1oc2ccc(S(=O)(=O)N3CCCC3)cc2c1C | 3.1% | 19.0% | 8.7% | 9.6 | ? | -4.1% | -21.6% | 36.4%[activator] | i
CC(C)CC(c1nnnn1Cc1ccc2c(c1)OCO2)N1CCC(C(N)=O)CC1 (stereo not drawn) | -3.1% | 11.9% | 12.4% | -15.8 | -7.0% | 2.1% | -18.0% | 37.0%[activator] | -9.8%
O=C(NCc1cccnc1)c1ccccc1[N+](=O)[O-] | -10.6% | -11.9% | -0.9% | 10.7 | -11.9% | -6.4% | -11.7% | -1.4% | 2.4%
CCOC(=O)c1c(NC(=O)c2cccs2)sc2c1CCCC2 | -4.9% | 7.6% | 1.3% | 13.1 | -12.0% | -1.3% | 0.6% | -4.9% | -13.1%
Cc1cccc(NC(=O)c2nc[nH]c2C(=O)NCCCNC(=O)c2[nH]cnc2C(=O)Nc2cccc(C)c2)c1 | 10.3% | · | -17.6% | · | · | · | -7.2% | 15.3% | -2.0%
CN(C)c1ccc(C(C(=O)NCC2CCCO2)N(Cc2ccccc2)C(=O)c2snc(C(N)=O)c2N)cc1 (stereo not drawn) | 4.8% | 49.2% | -3.2% | 4.8 | 1.1% | -2.1% | -10.9% | 47.2%[activator] | -4.3%
O=C(COC(=O)Cc1cccc(C(F)(F)F)c1)Nc1cccc2ccccc12 | -12.7% | 3.9% | 10.9% | -14.8 | ? | -2.1% | -23.5% | 35.8%[activator] | -0.6%
CCCN1CCN(CCNC(=O)Nc2cc(OC)cc(OC)c2)CC1 | -5.8% | 31.7% | · | · | -3.6% | 1.9% | -20.0% | -9.7% | i
CCCCn1c(=O)[nH]c2c(oc3ccccc32)c1=O | 13.4% | -5.9% | 19.5% | -4.1 | 6.2% | -1.1% | -10.7% | 9.5% | i
CN(C)c1ccc(CN(C(=O)COc2ccccc2)C2CCS(=O)(=O)C2)cc1 (stereo not drawn) | -3.5% | 0.0% | 4.9% | 2.0 | -20.6% | 0.6% | -11.6% | -1.5% | -7.5%
CC(C)CCn1c(Cl)nc2c1c(=O)n(C)c(=O)n2C | 0.8% | 24.8% | 2.0% | -2.7 | -16.3% | -0.7% | -18.8% | 19.3% | -1.8%
COc1ccc(S(=O)(=O)N2CCCCC2)cc1NC(=O)c1ccc(OC)c(OC)c1 | -4.5% | · | 9.6% | -3.1 | · | · | -15.2% | 33.2%[activator] | -1.6%

Single records (already shown). Order of screens: Pol kappa inh	Pol beta inh	APEX1 inh	RXFP1 antagonist	Apoferritin bind	BLM helicase inh	Pol eta inh	Pol iota inh	PGK inhibitor
CCCS(=O)(=O)c1nc(S(=O)(=O)c2ccc(C)cc2)c(N2CCOCC2)s1 is entered as -9.0%	1.7%	29.6%	-4.7	-10.2%	-0.6%	-13.4%	-6.8%	-6.7%
CC(C)CCn1c(Cl)nc2c1c(=O)n(C)c(=O)n2C is entered as 0.8%	24.8%	2.0%	-2.7	-16.3%	-0.7%	-18.8%	19.3%	-1.8%
CCOC(=O)c1c(NC(=O)c2cccs2)sc2c1CCCC2 is entered as -4.9%	7.6%	1.3%	13.1	-12.0%	-1.3%	0.6%	-4.9%	-13.1%

An excerpt. The share of hits here may be higher or lower than overall.
